# BL2 CD40 inh: CD40 pathway inhibition in BL2 cells; hit rate 0.94% among 83,000; inhibition, % at 10 µM; AID 1053188; BL2 NF-kB luciferase reporter, CD40L-induced, 4 h;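 active = mean inhibition of at least 50% with a set share of replicates also reaching that level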;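 note: 0% = neutral control wells and 100% = IKK inhibitor VII at 50 µM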
# * marks the source's active call; other numbers are inactive results; & = joins results of further samples; ! = repeats disagree; [ ] = dose if it differs, or a comment. An excerpt (hit frequency here may not be typical).
SMILES,BL2 CD40 inh
CN(C)CC(=O)Nc1ccc2c(c1)[C@@H]1C[C@@H](CC(=O)NCc3cccc(F)c3)O[C@H](CO)[C@@H]1O2,-7[25 µM]
Cc1ccc(NC(=O)COc2ccc3c(c2)CCC3)nc1,-54
C[C@H]1CN([C@@H](C)CO)S(=O)(=O)c2ccc(C#CC3CCCCC3)cc2O[C@H]1CN(C)C,14
N#C[C@H]1[C@@H](c2ccccc2C2=CCCC2)[C@H](CO)N1C(=O)NC1CCCCC1,6[25 µM]
O=C(O)CCc1ccc(-c2ccc(Cl)cc2)n1NC(=O)c1ccc(O)cc1,6
CN1c2ccc(-c3ccc(F)cc3)cc2[C@@H]2[C@@H](CCN2C(=O)c2ccc(F)cc2)[C@H]1CO,-1
Cc1cc(Br)ccc1NC(=O)CN1C(=O)C2CC=CCC2C1=O (stereo unspecified),5
COc1cccc(S(=O)(=O)N2CC[C@@H]3[C@H](CO)N(C)c4ccc(C5=CCCCC5)cc4[C@@H]32)c1,0[25 µM]
COc1ccc(OC)c(CN2CCN(C(=O)CN3C(=O)NC4(CCCC4)C3=O)CC2)c1,13
O=C(COC(=O)CCc1nc2ccccc2s1)Nc1ccc(Cl)cn1,5
Cc1cc(NC(=O)c2ccc(NC(=O)C(C)Oc3ccccc3)cc2)no1 (stereo unspecified),7
CN(CC(=O)Nc1ccccc1Cl)C1CCS(=O)(=O)C1 (stereo unspecified),13
Cc1ccccc1S(=O)(=O)N1CCCCN2[C@H](CO)[C@H](c3ccc(C#CCN(C)C)cc3)[C@@H]2C1,-11[25 µM]
O=C(c1ccccn1)N1CCN(C(=O)c2ccccn2)CC1,5
CCOC(=O)C1(Cc2cccc(F)c2)CCN(C(=O)C2CCOCC2)CC1,-6
CCN(CC)CCOC(=O)c1c(C)oc2ccc(O)cc12,-1
CC1CCCC(NC(=O)c2ccc3c(c2)OCCO3)C1C (stereo unspecified),-59
O=C(OCc1ccccc1)C1CCCN1C(=O)c1cccs1 (stereo unspecified),2
N#C[C@@H]1N[C@H](CO)[C@@H]1c1ccc(/C=C/c2ccccc2)cc1,-34[25 µM]
CCOC(=O)C1=C(COC(=O)Cc2ccccc2F)NC(=O)NC1C (stereo unspecified),5
CCn1ccc(C(=O)Nc2ccc(Cl)cn2)n1,-39
CN(CCNC(=O)C1CC(=O)N(C2CCCC2)C1)Cc1ccccc1 (stereo unspecified),3
COc1cccc(N=C2SC(C(=O)Nc3ccccc3F)CC(=O)N2C)c1 (stereo unspecified),6
O=C(c1ccccc1F)N1C[C@@H]2[C@H](c3ccccc31)[C@H](CO)N2Cc1ccc2c(c1)OCO2,0[25 µM]
O=C(O)/C=C/C(=O)NCCc1ccccc1,3
COc1cccc(/C=N/NC(=O)CCCC(=O)NC2CCCCC2)c1,0
CCN(CC(=O)NNC(=O)c1ccccc1)Cc1ccc(OC)c(F)c1,-8
O=C(Nc1ccc(S(=O)(=O)Nc2ncccn2)cc1)c1cccnc1,-25
O=C(OCC(=O)N1CCCCCC1)c1ccc(F)cc1F,-39
C[C@@H]1CN([C@H](C)CO)C(=O)c2cccc(NS(=O)(=O)c3cn(C)cn3)c2O[C@H]1CN(C)Cc1ccc(Oc2ccccc2)cc1,4[25 µM]
Cn1cnnc1SCCn1c(N2CCCCC2)nc2c1c(=O)[nH]c(=O)n2C,7
C[C@@H]1CCCCO[C@@H](CN(C)S(=O)(=O)c2cn(C)cn2)[C@H](C)CN([C@@H](C)CO)C(=O)c2cc(N(C)C)ccc2O1,-9[25 µM]
CCCCN(CC)C(=O)Cc1ccc(Br)cc1,-1
COc1ccccc1NC(=O)NNC(=O)c1ccncc1,-3
N#Cc1cccc(-c2ccc(C3[C@@H]4CN(C(=O)C5CCCCC5)C[C@H]3N4)cc2)c1 (stereo partly specified),-3&1
O=C(COC(=O)/C=C/c1ccc(C(F)(F)F)cc1)NC1CCS(=O)(=O)C1 (stereo unspecified),-28
C[C@@H]1CCCCO[C@H](CN(C)C(=O)c2ccncc2)[C@H](C)CN([C@@H](C)CO)C(=O)c2cc(NC(=O)CCC(F)(F)F)ccc2O1,-3[25 µM]
CC(=O)c1cccc(NC(=O)NC2CCCCC2)c1,-17
CCN(CC(=O)Nc1c(F)cccc1F)C(=O)C1CCN(S(=O)(=O)c2ccc(F)cc2)CC1,6
CCOC(=O)c1cnc2c(cnn2C)c1NCCCN(C)C,-12
COc1ccccc1N1CCN(S(=O)(=O)c2c[nH]c(=O)[nH]c2=O)CC1,5
O=C(NC1CCCCC1)[C@@H]1[C@@H](CO)[C@@H]2Cn3c(cccc3=O)[C@H]1N2Cc1cccnc1,-5[25 µM]
O=C(Nn1cnnc1)c1cc2c(s1)CCCC2,-1
COc1cccc(S(=O)(=O)Nc2ccc3c(c2)C(=O)N(C)C[C@@H](OC)[C@H](C)CN(Cc2ccccc2F)[C@@H](C)CO3)c1,14[25 µM]
CCCCC(=O)c1ccc(O)cc1,-4
COc1ccc(S(=O)(=O)Nc2ccc3c(c2)C(=O)N([C@@H](C)CO)C[C@@H](C)[C@@H](CN(C)S(=O)(=O)c2ccc(Cl)cc2)OCCCC[C@H](C)O3)cc1,13[25 µM]
C[C@H](CO)N1C[C@H](C)[C@H](CN(C)C(=O)Nc2ccc3c(c2)OCO3)Oc2c(NC(=O)c3nc4ccccc4s3)cccc2C1=O,1[25 µM]
Cc1ccsc1C1Nc2ccc3ncccc3c2C2=C1C(=O)CC(C)(C)C2 (stereo unspecified),0

# 3 entries from above, field by field.
> C[C@@H]1CCCCO[C@H](CN(C)C(=O)c2ccncc2)[C@H](C)CN([C@@H](C)CO)C(=O)c2cc(NC(=O)CCC(F)(F)F)ccc2O1
  BL2 CD40 inh: -3[25 µM]
> CC(=O)c1cccc(NC(=O)NC2CCCCC2)c1
  BL2 CD40 inh: -17
> CCN(CC(=O)Nc1c(F)cccc1F)C(=O)C1CCN(S(=O)(=O)c2ccc(F)cc2)CC1
  BL2 CD40 inh: 6

# Going on with the list:
SMILES,BL2 CD40 inh
Cc1nn(-c2ccc(Cl)cc2)c2sc(C(=O)N3CCN(c4ccccn4)CC3)cc12,-1
Cc1cc(C)n(-c2ccc(S(=O)(=O)N3CCCC3)cc2[N+](=O)[O-])n1,-2
CC(C)n1ncc2c(C(=O)Nc3cccc(S(=O)(=O)N(C)C)c3)cc(C3CC3)nc21,12
CC(OC(=O)Cn1cnc2ccccc2c1=O)C(=O)N(C)c1ccccc1 (stereo unspecified),5
COCC(=O)N1[C@@H](C#N)[C@@H](c2ccccc2-c2cccc(F)c2)[C@@H]1CO,-13[25 µM]
COc1ccc(NC(C)=O)cc1NC(=O)C1CCCN1C(=O)c1cccs1 (stereo unspecified),-5
CN(Cc1c(C(=O)N(C)Cc2ccccc2)nc2ccccn12)CC1Cc2ccccc2O1 (stereo unspecified),0
Cc1ccc(S(=O)(=O)Nc2ccccc2F)cc1C(=O)NNC(=O)c1ccccc1O,-13
COc1ccccc1NS(=O)(=O)c1cc(N)ccc1N1CCOCC1,-3
CC(C)(C)NC(=O)NC(=O)COC(=O)CCC1CCCCC1,8
O=C(Cn1ncc2c1-c1ccccc1OC2)N1CCN(Cc2ccc3c(c2)OCO3)CC1,5
Nc1ccc(C(=O)Nc2ccc3cc(S(=O)(=O)O)ccc3c2)cc1,-69
CN(C)C(=O)c1ccc(-c2ccc([C@@H]3[C@H](C#N)N[C@H]3CO)cc2)cc1,-1[25 µM]
CC(=O)Nc1cccc(NCC(=O)Nc2cc(S(=O)(=O)N3CCCCC3)ccc2Cl)c1,-7
COc1ccc(CNC(=O)N(C)C[C@@H]2OCc3ccccc3-c3c(n(C)c4ccccc34)C(=O)N([C@H](C)CO)C[C@H]2C)cc1,17[25 µM]
CCN(CC(=O)NCc1ccc(Cl)cc1)C(=O)CSCC(=O)Nc1ccc(OC)cc1,2
CC(C)NC(=O)Nc1ccc2c(c1)CC(=O)N(C)C[C@@H](C)[C@H](CN(C)C(=O)NC(C)C)O2,3
CCOC(=O)CNC(=O)c1ccccc1,0
Cc1ccc(S(=O)(=O)c2ccc([N+](=O)[O-])o2)cc1,109*
COc1ccccc1S(=O)(=O)N[C@@H]1CC[C@H](CCn2cc(C3CCCC3)nn2)O[C@H]1CO,-5
CCCCC[C@H](O)/C=C/[C@@H]1[C@@H](C/C=C\CCCC(=O)O)[C@@H](O)C[C@H]1O,-3
COc1ccc2c3c([nH]c2c1)[C@H](CO)N(Cc1ccccn1)CC31CCN(C(C)=O)CC1,-8[25 µM]
O=C(CCN1CCN(c2ccccc2)CC1)Nc1nccs1,1
CC(C)(C)C1CCc2sc(-c3nnc(CCl)o3)cc2C1 (stereo unspecified),-60
CCOC(=O)c1c(C)nc2sccn12,9
CCn1c(CNc2ccc(Cl)cc2)nnc1SCC#N,0
Cn1cc(C(CC(=O)O)C(=O)O)c2ccccc21 (stereo unspecified),6
COc1ccc(C(C#N)=Cc2cccc(OC)c2OC)cc1,-52
O=C(Cc1ccccc1)N1C[C@H]2[C@@H](c3ccccc31)[C@@H](CO)N2C(=O)C1CCOCC1,4[25 µM]
COc1ccc(C(=O)c2ccc(N(C)C)cc2)c2ccccc12,-17
CC(O)CNCCCOc1cccc(C(F)(F)F)c1 (stereo unspecified),7
Cc1cccc(C(=Cc2ccc([N+](=O)[O-])cc2)C(=O)O)c1,4
O=C(C1CCOCC1)N1CC(=O)N2[C@H](CO)[C@@H](c3ccc(C#CC4CCCC4)cc3)[C@H]2C1,-2
COCC#Cc1ccc([C@@H]2[C@@H](CO)N3C(=O)CN(C(=O)CN4CCOCC4)C[C@@H]23)cc1,-6[25 µM]
N#C[C@H]1[C@H](c2ccccc2-c2ccccc2F)[C@H](CO)N1C(=O)c1ccccn1,8[25 µM]
COC(=O)CNS(=O)(=O)c1ccc(OC)cc1,5
CC(C)C#Cc1ccc([C@H]2[C@@H](CO)N3C(=O)CN(C(=O)NC4CCCCC4)C[C@H]23)cc1,-7
CC1CC1C(=O)OCC(=O)NC(=O)NCc1ccco1 (stereo unspecified),-6
CCOC(=O)C1(CCCc2ccccc2)CCN(C(=O)Cc2nonc2C)CC1,-6
O=S(=O)(c1ccccc1)N1[C@@H]2CNC[C@H]1C2c1ccc(/C=C/c2ccccc2)cc1 (stereo partly specified),51*!
O=C(N/N=C\c1ccccc1)c1sccc1-n1cccc1,-80
C/C(=N\OC(=O)NC1CCCCC1)c1sc(-c2ccccc2)nc1C,-4
O=C(NN=Cc1ccc2c(c1)OCO2)c1ccccc1,-39
C/C=C/c1ccc([C@@H]2[C@@H](CO)N[C@@H]2CN(C(=O)C2CCC2)C(C)C)cc1,1[25 µM]
CN(C)C(=O)c1cccc(-c2ccc(C3[C@H]4CNC[C@@H]3N4Cc3cc(F)ccc3F)cc2)c1 (stereo partly specified),5&5[25 µM]
CC(Oc1ccccc1)C(=O)N1CCN(c2ncccn2)CC1 (stereo unspecified),6
O=C(c1ccccn1)N1C[C@@H]2[C@H](c3ccccc31)[C@H](CO)N2C(=O)C1CC1,6
CCc1nnc(NC(=O)c2ccc(N(C)S(=O)(=O)c3ccccc3)cc2)s1,1

# The closing 5 entries of the part above lead into the next:
SMILES,BL2 CD40 inh
C/C=C/c1ccc([C@@H]2[C@@H](CO)N[C@@H]2CN(C(=O)C2CCC2)C(C)C)cc1,1[25 µM]
CN(C)C(=O)c1cccc(-c2ccc(C3[C@H]4CNC[C@@H]3N4Cc3cc(F)ccc3F)cc2)c1 (stereo partly specified),5&5[25 µM]
CC(Oc1ccccc1)C(=O)N1CCN(c2ncccn2)CC1 (stereo unspecified),6
O=C(c1ccccn1)N1C[C@@H]2[C@H](c3ccccc31)[C@H](CO)N2C(=O)C1CC1,6
CCc1nnc(NC(=O)c2ccc(N(C)S(=O)(=O)c3ccccc3)cc2)s1,1
OC[C@H]1[C@H](c2ccc(Br)cc2)[C@@H]2CN(Cc3cncnc3)CCCCN12,-11[25 µM]
O=C(Nc1ccc(S(=O)(=O)N2CCOCC2)cc1)c1ccco1,19
O=C(NN=C1CCCCCCCCCCC1)c1cccnc1,11
COc1ccc2[nH]c(=O)c3c(c2c1)OC(C)(C)C=C3,38*
COc1ccc(CCNC(=O)Cn2cnc3scc(-c4ccccc4)c3c2=O)cc1OC,9
O=C(COC(=O)c1ccco1)NC1CCCC1,4
Cc1[nH]c2ccccc2c1C(c1ccccn1)N1CCCC1 (stereo unspecified),20
O=S(=O)(NCc1ccco1)N1CCCCCC1,6
Cc1cc(NC(c2cccnc2)c2ccc3cccnc3c2O)no1 (stereo unspecified),-52
C[C@H]1CCCCO[C@H](CN(C)C(=O)Nc2ccc(C(F)(F)F)cc2)[C@@H](C)CN([C@@H](C)CO)C(=O)c2cc(NC(=O)Cc3ccccc3)ccc2O1,7
COc1ccccc1CN1CCNC(=O)C1CC(=O)N(C)C1CCOCC1 (stereo unspecified),3
Cc1nn(-c2ccccc2)c2sc(C(=O)N3CCCCC3)cc12,-84

# Some of these compounds in order of their number in BL2 CD40 inh, falling.
SMILES	BL2 CD40 inh
CC(C)NC(=O)Nc1ccc2c(c1)CC(=O)N(C)C[C@@H](C)[C@H](CN(C)C(=O)NC(C)C)O2	3
Cc1cc(C)n(-c2ccc(S(=O)(=O)N3CCCC3)cc2[N+](=O)[O-])n1	-2
CC(=O)c1cccc(NC(=O)NC2CCCCC2)c1	-17

# Continuation.
SMILES,BL2 CD40 inh
O=C1CNC[C@H]2[C@H](c3ccc(-c4ccccc4F)cc3)[C@@H](CO)N12,-6[25 µM]
CS(=O)(=O)N1CCC(Oc2ccccc2C(=O)N2CCCCC2CO)CC1 (stereo unspecified),7
Cc1nn(C)c(Cl)c1C(=O)NCC(=O)O,18
Cc1ccc2[nH]c(=O)c(CN(C)C(=O)c3ccccn3)cc2c1,-1
O=C(CCNS(=O)(=O)c1cccc2nsnc12)NCc1ccco1,7
CCC(CC)C(=O)Nc1c2c(nn1-c1ccc(OC)cc1)CS(=O)(=O)C2,12
CCc1nc(OCC(=O)c2ccccc2)c(C#N)c2c1COC(C)(C)C2,3
COc1ccccc1N1CCN(c2ccc(-c3ccccc3)nn2)CC1,53*
CS/C(=N\S(=O)(=O)c1cccs1)NC(=O)CSc1nc2ccccc2s1,-7
Cc1cc(C)cc(NC(=O)COC(=O)COc2ccc(N(C)S(=O)(=O)c3cccs3)cc2)c1,0
